# Screens (PubChem BioAssay)
# TAAR1 agonist: human TAAR1 agonism; activation, % at 3 µM; Q96RJ0; actives 0.99% (n = 360,000); AID 624467; CHO RD-HGA16 TAAR1, Fluo-8 calcium fluorescence; vehicle wells 0%, saturating PEA agonist 100%;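 active = activation above the mean activation of all test compounds in the run plus 3 SD, cut at about 38% in these data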
# Target sequence (Q96RJ0 whole entry, looked up): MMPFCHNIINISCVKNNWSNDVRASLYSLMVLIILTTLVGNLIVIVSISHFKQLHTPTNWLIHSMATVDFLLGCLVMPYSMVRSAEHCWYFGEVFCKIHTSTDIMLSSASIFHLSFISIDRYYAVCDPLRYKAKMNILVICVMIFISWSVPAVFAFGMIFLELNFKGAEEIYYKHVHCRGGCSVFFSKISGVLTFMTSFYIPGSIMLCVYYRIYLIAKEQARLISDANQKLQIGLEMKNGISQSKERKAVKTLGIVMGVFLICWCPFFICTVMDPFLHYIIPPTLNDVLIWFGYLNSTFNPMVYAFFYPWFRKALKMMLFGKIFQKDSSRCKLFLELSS
#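 System: CHO RD-HGA16 cells carrying human TAAR1 plus Gα16; Incubation: 17-24 h seeding, 75 min 37 °C dye, 30 min RT; Measured by: Fluo-8 fluorescence, 5 s baseline then 140 s kinetic read; Control set: DMSO and PEA EC100; Replication: single well for each compound.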
# CHRM5 antagonist: antagonists of human muscarinic M5 receptor (CHRM5); P08912; CHO-hM5 cells, Fluo-8 calcium fluorescence, ACh EC80; inhibition, % at 3 µM; actives 0.59% (n = 360,000); AID 624040;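 active = inhibition above a per-plate cutoff, the mean of that plate's test compounds plus 3 SD, cut at about 27% in these data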;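 also: 0% = acetylcholine EC80 with DMSO and 100% = DMSO without agonist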
# CHO-K1 Ca PAM: M1 PAM counterscreen hit in parental CHO-K1 cells; actives 0.02% (n = 360,000); activation, % at 3 µM; ATP EC20, Fluo-8 calcium fluorescence; 0% at ATP EC20, 100% at ATP max; AID 602247;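 active = activation above the run cutoff, the mean activation of all test compounds plus 3 SD, cut at about 40% in these data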;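 also: peak over basal fluorescence ratio in a 140 s read after ATP addition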
# M5 PAM: potentiates acetylcholine response at human M5 receptor | P08912 | CHO-K1 hM5, Fluo-8 calcium, ACh EC20 PAM; 0% = ACh EC20, 100% = ACh EC100 | activation, % at 3 µM | actives 0.3% (n = 360,000) | AID 624038;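 active = activation above the run cutoff, the mean activation of all test compounds plus 3 SD, cut at about 18% in these data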
#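 Test system: CHO-K1 hM5 cells / Doses: single-point, 3 µM nominal / Times: Post-acetylcholine fluorescence recording 140 s / Technique: Fluo-8 calcium fluorescence / Measure: Max/basal fluorescence ratio as % of EC20–EC100 ACh window / Benchmarks: low control EC20 acetylcholine (0%), high control EC100 acetylcholine (100%) / Replicates: one well per compound, no replicates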
# CRFBP-R2 agonist: CRF-BP/CRF-R2 complex agonism; HEK293 CRF-R2/CRF-BP, calcium dye fluorescence (FLIPR); percent of saturating CRF peptide response; activation, % at 13.2 µM; actives 0.46% (n = 350,000);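 active = activation of at least 50%, plus an integration ratio under a set limit after plate pattern correction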;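 also: plate controls were neutral control wells without compound for no effect and CRF at EC100 for full effect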
# CHRM5 agonist: CHRM5 agonism in calcium assay; AID 624037; CHO-K1 hM5 cells, Fluo-8 calcium fluorescence; 0% DMSO wells, 100% maximal acetylcholine response; actives 0.19% (n = 360,000); P08912; activation, % at 3 µM;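 active = activation above the run's mean over test compounds plus 3 SD, cut at about 23% in these data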;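 also: signal is peak over basal fluorescence ratio across the kinetic read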
# CRFBP-R2 block: antagonists of CRF-binding protein/CRF-R2 receptor complex; inhibition, % at 11.8 µM; HEK293 CRF-R2/CRF-BP, CRF-induced calcium fluorescence; actives 0.59% (n = 350,000); AID 588475;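 active = inhibition of the ligand-induced calcium signal above about 50% at the single tested concentration, limit read from the data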
# TAAR1 antag: antagonists of human TAAR1; CHO RD-HGA16 TAAR1, Fluo-8 calcium fluorescence, antagonist; Q96RJ0; actives 1.5% (n = 360,000); inhibition, % at 3 µM;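 active = inhibition above a per-plate cutoff, the mean inhibition of test compounds on that plate plus 3 SD, cut at about 49% in these data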;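 also: 0% = DMSO plus EC80 beta-PEA response and 100% = DMSO alone without agonist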
#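 Test system – hTAAR1-expressing CHO RD-HGA16 cells, Gα16-coupled · Reagent – β-PEA at EC80 concentration, post-compound challenge · Compound dosing – 3 µM, single point · Timing – 140 s kinetic read after compound, 140 s after agonist · Detection – Fluo-8 intracellular calcium dye fluorescence, real-time kinetic reads · Control set – DMSO and EC80 PEA controls · Repeats – n of 1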
# CHRM4 PAM: positive allosteric modulators of human muscarinic M4 receptor; CHO-K1 hM4/Gqi5, Fluo-8 calcium fluorescence, ACh EC20; 0% = ACh EC20, 100% = maximal ACh; activation, % at 3 µM; P08173; actives 0.4% (n = 360,000);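 active = activation above its plate's cutoff, the mean activation of sample wells plus 3 SD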; also: some results filed as inactive read as strong as hits
# Target sequence (P08173 whole entry, looked up): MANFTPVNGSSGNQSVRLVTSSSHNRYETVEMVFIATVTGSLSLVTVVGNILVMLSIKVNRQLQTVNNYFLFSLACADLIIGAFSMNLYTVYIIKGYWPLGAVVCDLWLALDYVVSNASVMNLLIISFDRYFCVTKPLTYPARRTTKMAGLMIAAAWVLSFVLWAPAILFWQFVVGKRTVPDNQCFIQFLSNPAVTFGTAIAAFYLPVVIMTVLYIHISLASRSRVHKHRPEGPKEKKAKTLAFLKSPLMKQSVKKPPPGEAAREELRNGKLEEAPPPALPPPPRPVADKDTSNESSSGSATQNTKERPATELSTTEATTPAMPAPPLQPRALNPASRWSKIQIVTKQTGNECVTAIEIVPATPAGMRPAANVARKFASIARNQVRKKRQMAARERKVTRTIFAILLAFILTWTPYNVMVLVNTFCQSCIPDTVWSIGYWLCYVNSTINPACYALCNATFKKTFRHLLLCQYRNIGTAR
# Active calls of the source: *; . = not tested or not shown.
# Values run as follows: TAAR1 agonist	CHRM5 antagonist	CHO-K1 Ca PAM	M5 PAM	CRFBP-R2 agonist	CHRM5 agonist	CRFBP-R2 block	TAAR1 antag	CHRM4 PAM
Cc1cc(C)cc(NS(=O)(=O)c2ccc3c(c2)C(C)(C)C(=O)N3C)c1
    0	8	-6	-5	-5.2	0	-15	-4	-4
Cc1nn(Cc2ccc(Cl)c(Cl)c2)c(C)c1NC(=O)c1sc2ccccc2c1Cl
    3	1	14	-11	-0.4	-7	9	37	1
c1coc(CNc2c3c(nc4ncnn24)CCCC3)c1
    11	6	21	2	-1.2	4	-2	3	3
COc1cc(OC)c(NC(=S)NCc2ccccc2)cc1Cl
    4	6	9	0	-3.3	-8	26	-13	-4
COCCN(CC(=O)NC1CCCCC1)C(=O)CSc1nc2ccccc2o1
    0	6	-3	-4	1.1	1	-12	4	-6
O=C(CCC(=O)c1cccs1)NCCc1ccc(F)cc1
    32	6	-17	-4	-2.1	2	26	66*	-2
CCC(=O)NCCNc1nc2cc(C)cc(C)c2cc1C#N
    1	8	19	0	0.6	-1	20	11	1
CCc1cc(=O)oc2c(C)c(OCC(=O)NCCCN3CCOCC3)ccc12
    0	2	-9	1	3.0	-4	10	6	6
COc1ccccc1CNC(=O)Nc1nc(C(N)Cc2ccc(Cl)cc2)cs1 (stereo not drawn)
    45*	4	3	-1	.	6	.	51*	-4
COc1cccc(C(C[N+](=O)[O-])c2c(C)[nH]n(-c3ccccc3)c2=O)c1 (stereo not drawn)
    3	3	13	0	-0.2	-1	1	-18	3
CSc1nsc(NC(=O)Cc2ccccc2)n1
    2	1	2	-7	-1.5	6	19	0	-6
COc1ccc(CCNc2nc(-c3ccco3)cc(C(F)(F)F)n2)cc1OC
    -1	4	16	-14	-0.9	-5	-20	29	-8
CCOc1ccc(N2C(=O)C(CC(=O)Nc3ccc(F)cc3)N(Cc3ccccn3)C2=S)cc1 (stereo not drawn)
    0	-5	3	-1	1.8	3	-18	-8	-18
COc1cccc(/C=N/NC(=O)c2[nH]nc3c2CCc2ccccc2-3)c1O
    .	9	20	-8	1.8	-2	-93	.	9
CCOC(=O)Cc1csc(N/N=C\c2cccc(Br)c2)n1
    0	0	20	-5	-2.6	-4	25	-2	8
Cc1ccc(C(=O)NCC(=O)N/N=C/c2cccs2)cc1C
    6	5	-10	-2	-1.3	-1	14	27	-1
Cc1cc(/C=C2\C(=N)N3N=C(S(C)(=O)=O)SC3=NC2=O)c(C)n1Cc1ccccc1
    2	6	23	2	-2.6	0	27	-6	2
COc1cccc(-c2cnc(C(O)c3c(C)cccc3C)[nH]2)c1 (stereo not drawn)
    4	4	14	-1	.	0	.	-4	5
CC(C)CN(Cc1c(O)ccc2c3c(c(=O)oc12)CCC3)CC(C)C
    0	-10	11	6	-0.8	-2	-6	-7	-30
CC(=O)Nc1cccc(-c2cc(NC(C)=O)c3ncc(-c4ccc(C(C)=O)cc4)n3c2)c1
    16	3	11	-3	.	3	.	38	-4
Cc1ccc(S(=O)(=O)N(C)C[C@H]2Oc3cc(C#CC4CCCC4)ccc3S(=O)(=O)N([C@H](C)CO)C[C@H]2C)cc1
    1	6	6	-4	0.4	-1	17	-8	-6
COc1ccc(C)cc1S(=O)(=O)N1CCCC(C(=O)NCC2CCCO2)C1 (stereo not drawn)
    -1	-4	-4	6	-1.0	5	1	-7	8
COCc1cc(C)nc2sc(C(=O)N3CCN(c4ccccc4)CC3)c(N)c12
    0	7	13	-4	0.3	2	15	-9	-7
c1csc(C(c2nnnn2C2CCCCC2)N2CCN(c3nc4ccccc4s3)CC2)c1 (stereo not drawn)
    11	0	-15	-10	6.3	-6	-22	-12	4
C[C@]12C(=O)N(c3ccc(C(F)(F)F)cc3)C(=O)N1[C@@H]1c3ccccc3OC[C@@H]1[C@H]2c1ccccc1
    0	-3	13	-9	4.6	-5	-6	-12	-9
C=C(C)c1cccc(C(C)(C)NC(=O)N2CCC(C)CC2)c1
    -2	-8	-7	1	-1.0	-9	3	-6	6
O=C(CCC1(C(=O)O)CCC(=O)NC1)NCc1ccccc1 (stereo not drawn)
    7	0	14	0	0.1	0	11	-3	2
CCC(=O)Nc1ccc(N2CCOCC2)c(S(=O)(=O)Nc2ccc(OC)cc2)c1
    4	18	-1	-14	-0.5	0	2	14	-14
Cc1c(C2C(C#N)=C(N)N(c3ccccc3C#N)C3=C2C(=O)CCC3)cnn1C (stereo not drawn)
    -2	-4	15	-1	-0.6	-1	-29	3	-2
CC(C)c1ccc(S(=O)(=O)N2CCN(C(=O)c3ccncc3)CC2)cc1
    1	15	22	-1	-0.3	6	3	-10	1
COc1ccc2c(-c3ccc(OCCN4CCCCC4)cc3)c(-c3ccccc3OC)sc2c1
    .	3	15	-3	1.9	-2	-4	.	-7
COc1ccc(/C(N)=N/OC(=O)CCC2CCCC2)cc1
    -1	-3	-4	1	-0.3	2	0	-20	10
Cc1ccc2c(c1)NC(=O)C(CC(=O)NCCCN1CCCCC1C)O2 (stereo not drawn)
    1	-1	14	2	1.7	-2	-30	2	0
Cc1ccc(S(=O)(=O)Nc2cc(C)cn(Cc3ccc(F)cc3)c2=O)cc1
    4	-8	5	2	-1.4	-1	-2	-19	-5
Cc1ccc(Cn2cc(CN3CC(N4CCN(C5CCN(C)CC5)CC4)CS3(=O)=O)nn2)cc1 (stereo not drawn)
    1	-1	11	2	.	1	.	-3	7
CC(=O)NCCC(=O)Nc1ccc(F)cc1C
    2	8	-2	-7	2.2	0	-29	-5	4
COc1ccc2nc(SCC(=O)NCc3ccc4c(c3)OCO4)[nH]c2c1
    0	2	18	4	-0.4	-1	12	-6	10
O=C(CCCN1CCC(c2ccccc2)C1)c1ccc2c(c1)OCCO2 (stereo not drawn)
    33	11	3	-9	-0.3	-5	0	-20	-15
CC1(C)CC(=O)C(CC(=O)NC(=O)NCc2ccccc2)=C(O)C1
    1	-1	13	2	-0.5	2	21	-5	12
CCOC(CNC(=O)CCc1c(C)nc2nc(C)nn2c1C)OCC
    14	6	10	-3	-0.9	0	1	-2	-3

# Rewritten tab-delimited: 2 of the compounds above
Molecule	TAAR1 agonist	CHRM5 antagonist	CHO-K1 Ca PAM	M5 PAM	CRFBP-R2 agonist	CHRM5 agonist	CRFBP-R2 block	TAAR1 antag	CHRM4 PAM
C=C(C)c1cccc(C(C)(C)NC(=O)N2CCC(C)CC2)c1	-2	-8	-7	1	-1.0	-9	3	-6	6
O=C(CCC1(C(=O)O)CCC(=O)NC1)NCc1ccccc1 (stereo not drawn)	7	0	14	0	0.1	0	11	-3	2

# Carrying on:
# Values run as follows: TAAR1 agonist	CHRM5 antagonist	CHO-K1 Ca PAM	M5 PAM	CRFBP-R2 agonist	CHRM5 agonist	CRFBP-R2 block	TAAR1 antag	CHRM4 PAM
CCCN(CCC)S(=O)(=O)c1ccc(C(=O)Nc2nc(-c3ccccc3)c(C(=O)OCC)s2)cc1
    2	-2	-2	2	-3.6	0	0	8	-7
COCCn1c(SCC(=O)N2CCC(C)CC2)nc2c(c1=O)SCC2
    3	8	-8	-8	2.3	-1	19	-45	-3
S=C(NCc1ccco1)NC1CCCc2ccccc21 (stereo not drawn)
    -1	4	13	2	-2.9	2	3	-4	-11
COc1ccc(NC(=O)CC2C(=O)N(c3cccc(OC)c3)C(=O)N2Cc2ccco2)cc1 (stereo not drawn)
    5	1	9	-10	-7.0	4	2	12	-5
Cc1[nH]c(=O)[nH]c(=O)c1S(=O)(=O)N1c2ccc(F)cc2CCC1C (stereo not drawn)
    2	5	6	-3	-1.9	-3	6	8	17
O=C1/C(=C/c2cccc(F)c2)CSc2sccc21
    15	-13	4	-3	-4.6	-8	16	-11	0
CC(C)Cn1cc(C(=O)NCCCN2CCC(C)CC2)c2c3ccccc3n(C)c2c1=O
    1	3	21	1	-0.9	0	-4	-34	-6
O=C(O)c1cn(Cc2ccccc2)nc1-c1cccnc1
    0	-8	-13	10	-0.2	-1	-1	2	0
CCN(c1ccccc1)S(=O)(=O)c1ccc(C(=O)Nc2cccc(C)n2)cc1
    7	7	16	-16	2.3	0	6	39	2
CCc1ccc(C(=O)NC(=S)Nc2ccc3c(c2)OCCO3)cc1
    2	0	-13	-2	0.0	-4	-32	-12	11
CCN(c1ccccc1C)S(=O)(=O)c1cc2c3c(c1)CCN3C(=O)CC2
    2	-1	-1	-3	-1.3	-4	21	-13	1
O/N=C1\CCC\C1=C/c1ccco1
    1	-2	8	-4	6.0	1	8	8	3
CC(=O)Nc1cc(-c2cccc(C)c2)cn2c(-c3ccc(S(C)(=O)=O)cc3)cnc12
    8	14	-9	-9	.	2	.	37	-6
CC1(C)CC(=O)C2=C(C1)OC(N)=C(C#N)C2c1ccc2c(c1)OCO2 (stereo not drawn)
    3	6	16	1	0.2	-19	5	-12	2
COc1ccc(NC(=O)CN(C)C(=O)CNC(=O)c2ccc3ccccc3c2)cc1
    -1	5	32	0	-3.6	-2	-1	-30	4
CN1CCN(c2ccc(S(=O)(=O)Nc3ccccc3)cc2[N+](=O)[O-])CC1
    9	9	15	-17	-0.9	-5	-36	-6	-12
CC1(c2nnc(Cc3ccccc3)o2)CC(c2cccc([N+](=O)[O-])c2)=NO1 (stereo not drawn)
    3	-1	-17	-3	-4.0	6	5	-1	8
O=C(CCCOc1ccc(Cl)cc1)N1CCCCCC1
    -1	12	-6	3	-0.2	-10	-9	-8	-1
C[C@H]1CN([C@@H](C)CO)S(=O)(=O)c2ccc(Br)cc2O[C@H]1CN(C)C(=O)Cc1ccccc1
    10	10	2	-3	-0.6	2	-2	2	3
O=C(c1cccs1)n1nc(-c2ccco2)nc1SCc1ccccc1
    0	.	.	.	4.2	.	-4	3	.

# Quoted from the listing.
# C[C@H]1CN([C@@H](C)CO)S(=O)(=O)c2ccc(Br)cc2O[C@H]1CN(C)C(=O)Cc1ccccc1 in M5 PAM reads -3
# COc1ccc(NC(=O)CN(C)C(=O)CNC(=O)c2ccc3ccccc3c2)cc1 in TAAR1 agonist reads -1

# Next section:
# Values run as follows: TAAR1 agonist	CHRM5 antagonist	CHO-K1 Ca PAM	M5 PAM	CRFBP-R2 agonist	CHRM5 agonist	CRFBP-R2 block	TAAR1 antag	CHRM4 PAM
N#Cc1c(NC(=O)CCn2cnc3ccccc3c2=O)oc(-c2ccccc2)c1-c1ccccc1
    4	-9	11	0	0.9	0	-12	-3	-4
COc1cc(/C=N/Nc2ccccc2C(F)(F)F)ccc1O
    -2	16	12	-3	-0.5	-3	14	-21	-3
CCOC(=O)c1nnn(-c2nonc2NC(C)=O)c1C
    0	-13	15	-2	-0.6	-5	6	-4	9
Cc1noc(C)c1NC(=O)Nc1ccc2c(c1)C(=O)N([C@H](C)CO)C[C@H](C)[C@@H](CN(C)S(=O)(=O)c1ccc(F)cc1)O2
    3	5	5	6	1.7	-2	70*	10	-10
Fc1ccccc1C1CCN(Cc2nc(COc3ccccc3)no2)C1 (stereo not drawn)
    12	0	10	1	0.1	-4	13	-36	-11
